NFkB transloc pot: enhances IL-1B driven NFkB nuclear translocation; HUVEC IL-1B NFkB p65 nuclear translocation imaging; activation, % at 2 µM; hit rate 0.3% among 94,000; AID 819;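 active means activation above 40%, about the mean plus 3 SD, also judged a hit on visual image review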;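 further: percent activation is computed from the nuclear over cytoplasmic p65 intensity ratio; values of inactives mirror those of a sister screen read the other way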
Bcl-B displacement: displacers of TR3 peptide from Bcl-B, primary screen, selectivity assay for Bfl-1 inhibitor project, biochemical, fluorescence polarization; FP displacement of FITC-TR3 peptide from Bcl-B; higher % means a stronger effect; one-dose displacement, % at 20 µM; IC50 in µM for titrated hits; hit rate 0.11% among 96,000; AID 748;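 active means displacement above 50% at 20 µM plus a fluorescence interference ratio under 1.5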;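 further: plate controls were wells without compound for no effect and wells lacking Bcl-B protein for full effect; a part of the inactive calls stands beside numbers as strong as those of hits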
IL1B NFkB inh: blocks IL-1B driven NFkB nuclear translocation in HUVEC cells; hit rate 0.43% among 94,000; HUVEC IL-1B NFkB p65 nuclear translocation imaging; inhibition, % at 2 µM; AID 796;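 active means inhibition above about 30% together with a positive call from visual inspection of the well image, limit read from the data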;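 further: nuclear over cytoplasmic p65 intensity ratio measured by imaging; 0% = IL-1B stimulated DMSO wells and 100% = unstimulated DMSO wells; values of inactives mirror those of a sister screen read the other way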
PLAP inhibition: PLAP enzyme inhibitors, biochemical, luminescence, HTS (AID 690); purified PLAP, luminescent substrate; higher % means a stronger effect; inhibition, % at 20 µM; hits with a dose series show IC50 in µM; hit rate 0.08% among 96,000; in the data active means a potency from the dose series; inactive means the rest, 99 in 100 with inhibition below about 30%; further: strong numbers were not always called active
MRP resist rev: compounds reversing MRP-mediated drug resistance | hit rate 0.04% among 85,000 | H69AR cells + 2 uM doxorubicin, CellTiter-Glo, 72 h | differential viability (reversal), % at 10 µM;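 active means viability drop by adding the cancer drug above about 55%, with treated viability meeting a 40% cutoff, limit read from the data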;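 further: viability without doxorubicin minus viability with 2 µM doxorubicin for each compound; larger differential means the compound sensitizes cells more to doxorubicin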
MRP resist rev cytotoxicity: recorded beside MRP resist rev, whose call it bears; viability, %; H69AR cells, CellTiter-Glo, 72 h; measured here: cytotoxicity without doxorubicin
MRP resist rev with doxorubicin: also measured in MRP resist rev; calls as there; viability, %; measured here: viability with 2 uM doxorubicin; stronger effect = lower value
IL1B NFkB inh cell count 2 µM: second read-out of IL1B NFkB inh, no call of its own (marks repeat the call); cell count; measured here: cells passing quality filter;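 raw number of nuclei counted in each imaged well without normalization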
NFkB transloc pot cell count 2 µM: recorded beside NFkB transloc pot, whose call it bears; cell count; measured here: cells passing quality filter
* = called active by the depositor; x = not tested or not shown. Some of the compounds tested; rates above refer to the full screens.

SMILES	NFkB transloc pot	NFkB transloc pot cell count 2 µM	Bcl-B displacement	IL1B NFkB inh	IL1B NFkB inh cell count 2 µM	PLAP inhibition	MRP resist rev	MRP resist rev cytotoxicity	MRP resist rev with doxorubicin
CCCCCC(=O)NC(NC(=S)N1CCOCC1)C(Cl)(Cl)Cl (centres undefined)	8.8	135	x	-8.8	135	x	13.2	101.6	88.4
Cc1ccc(C)c(-n2c(SCC(=O)Nc3nnc(C)s3)nnc2-c2ccoc2C)c1	1.9	109	0.4%	-2.0	109	-19.2%	-21.2	57.0	78.2
Oc1ccc(N2CCN(c3ncnc4sc5c(c34)CCC5)CC2)cc1	19.5	157	-3.0%	-19.5	157	-3.0%	-17.6	73.8	91.3
COc1cc(OC)nc(NC(=O)CN2CCN(c3ccc(F)cc3)CC2)n1	-19.4	79	9.2%	19.4	79	-2.5%	-9.3	82.0	91.2
Cc1ccc(N2CCN(c3ccc(C)cc3)C2c2ccncc2)cc1	13.4	94	8.2%	-13.4	94	-13.6%	3.3	89.1	85.8
CCOC(=O)c1c(NC(=O)CSc2n[nH]c(-c3ccco3)n2)sc(C)c1C	-11.0	153	-1.2%	11.0	153	-19.3%	-5.7	79.8	85.4
Cc1cc(O)c(-c2cc(C(=O)NCc3ccc4c(c3)OCO4)[nH]n2)cc1C	16.3	193	1.7%	-16.3	193	-84.4%	-1.3	98.8	100.1
COc1ccc(C2C(C(=O)NCc3ccccn3)c3ccccc3C(=O)N2C)cc1OC (centres undefined)	-25.9	59	-21.4%	25.9	59	-9.1%	-5.6	87.7	93.3
COc1ccc(Cl)cc1C(=O)Nc1ccc2c(c1)OCO2	-11.4	99	-8.9%	11.4	99	-7.6%	-6.2	82.2	88.4
c1cncc(CNc2ccc3c(c2)OCO3)c1	-24.3	96	48.7%	24.3	96	-78.2%	-6.0	80.5	86.5
Cc1ccc(C(=O)CSc2nccn2-c2ccccc2)cc1	17.3	162	-10.1%	-17.3	162	12.8%	x	x	x
CCC1S/C(=N/N=C/c2cccs2)NC1=O (centres undefined)	4.8	129	-2.7%	-4.8	129	7.6%	x	x	x
O=C(Cc1cn2ccsc2n1)OCc1ccccc1	5.4	86	-3.8%	-5.4	86	1.7%	5.3	94.9	89.6
CC(C)c1nc(SCc2ccccn2)c2c(=O)n(C)c(=O)n(C)c2n1	x	x	2.9%	x	x	-20.6%	-11.8	71.0	82.8
CN(C(=O)c1ccccn1)C1(C(=O)NC2CCCCC2)CCCCC1	-4.2	178	-4.2%	4.2	178	3.1%	5.6	101.3	95.7
O=S(=O)(c1ccccc1Cl)N1CCCC1c1nc(-c2cccc(Cl)c2)no1 (centres undefined)	0.3	144	-2.3%	-0.3	144	1.5%	x	x	x
COc1ccc(CC(=O)Nc2ccc(-c3cn4ccccc4n3)cc2)cc1	34.6	189	9.2%	-34.6	189	-11.7%	x	x	x
N#Cc1nc(-c2ccccc2)oc1NCCN1CCCCC1	16.9	134	9.5%	-16.9	134	-64.6%	10.9	89.3	78.4
Nc1cccc(C(=O)Nc2ccco2)c1	8.3	154	-11.0%	-8.3	154	5.8%	x	x	x
COc1cc(C=O)ccc1OCc1c(C)noc1C	33.6	162	10.2%	-33.6	162	8.1%	x	x	x
CCOC(=O)c1cnc2ccc(C(=O)OC)cc2c1NCc1ccco1	23.7	142	-4.9%	-23.7	142	10.4%	24.9	93.5	68.6
Cc1cc(C)cc(NC(=O)CSc2nnc(-c3ccccc3Br)o2)c1	21.8	130	5.4%	-21.8	130	14.1%	25.1	92.6	67.5
Cc1noc(C)c1C(=O)NC(C)c1ccc2c(c1)OCO2 (centres undefined)	-10.7	89	-8.1%	10.7	89	9.9%	6.2	96.6	90.5
Cc1ccc(S(=O)(=O)NC2=NCN(CCOC(=O)c3ccc([N+](=O)[O-])cc3)CN2)cc1	15.4	72	11.7%	-15.4	72	4.6%	4.1	105.8	101.7
Cc1ccccc1CSc1nnc(-c2ccccn2)n1N	7.9	154	-2.0%	-7.9	154	15.2%	6.9	105.3	98.5

Brought forward from above: two entries; new compounds follow.
SMILES	NFkB transloc pot	NFkB transloc pot cell count 2 µM	Bcl-B displacement	IL1B NFkB inh	IL1B NFkB inh cell count 2 µM	PLAP inhibition	MRP resist rev	MRP resist rev cytotoxicity	MRP resist rev with doxorubicin
Cc1ccc(S(=O)(=O)NC2=NCN(CCOC(=O)c3ccc([N+](=O)[O-])cc3)CN2)cc1	15.4	72	11.7%	-15.4	72	4.6%	4.1	105.8	101.7
Cc1ccccc1CSc1nnc(-c2ccccn2)n1N	7.9	154	-2.0%	-7.9	154	15.2%	6.9	105.3	98.5
CC(=O)c1c(C)[nH]c(C(=O)OCC(=O)N(C)C)c1C	-2.0	152	2.5%	2.0	152	-33.7%	-9.7	89.3	99.0
CCC(C)[C@H](NC(=O)NCc1cccc(OC)c1)C(=O)O (some centres undefined)	-7.3	113	1.8%	7.3	113	1.1%	-2.7	85.7	88.4
COCCn1c(C)c(C(=O)O)sc1=S	9.0	123	-4.6%	-9.0	123	15.7%	-8.6	94.4	103.0
Cc1ccc(C(NC(N)=O)c2ccccc2)cc1 (centres undefined)	4.2	205	1.2%	-4.2	205	-4.1%	2.6	96.7	94.1
CCOC(=O)Cc1csc(NC(=O)c2ccc(Br)o2)n1	33.0	77	5.2%	-33.0	77	-9.7%	0.5	105.9	105.4
CCCCOc1ccc(-c2nnn(C(C)C(=O)OCC)n2)cc1 (centres undefined)	5.5	70	-4.4%	-5.5	70	-46.5%	4.0	97.2	93.1
Cc1ccc(-c2nc3cc(N)ccc3o2)cc1	8.8	159	-1.1%	-8.8	159	-8.1%	-5.3	88.1	93.4
COc1cc(COCC(O)CN2CCOCC2)cc(OC)c1OC (centres undefined)	1.5	123	1.2%	-1.5	123	1.4%	1.8	93.0	91.3
CCOC(=O)C1=C(C)NC(C)=C(C(=O)OCC)C1c1cc(N)ccc1OC(F)F	-13.3	92	-4.6%	13.3	92	-41.3%	10.4	98.6	88.2
Cc1ccc2nc(NC(=O)C(NS(=O)(=O)c3cccc4nsnc34)C(C)C)sc2c1 (centres undefined)	13.0	117	23.3%	-13.0	117	-82.8%	-4.9	90.1	95.0
CCOC(=O)CCc1c(C)nc2c(c(C)nn2C(C)(C)C)c1C	x	x	-3.2%	x	x	-41.0%	3.4	89.5	86.0
CCCc1cc(C(=O)NC2CCCC2)no1	3.5	60	-4.5%	-3.5	60	10.7%	x	x	x
Cc1ccc(S(=O)(=O)n2nc(OC(=O)C3CCCCC3)cc2N)cc1	-0.9	68	3.0%	0.9	68	-16.6%	2.3	88.8	86.5
COC(=O)C1=C(C)OC(N)=C(C#N)C1c1cc(OC)ccc1OC (centres undefined)	-9.1	124	-8.7%	9.1	124	1.9%	x	x	x
Cc1c(N2C(=O)CS/C2=N\N=C\c2ccc(Cl)cc2)c(=O)n(-c2ccccc2)n1C	18.4	208	4.2%	-18.4	208	-14.6%	x	x	x
Nc1ccc(S(=O)(=O)N2CCCc3ccccc32)cc1	0.2	67	-7.9%	-0.3	67	1.9%	-13.4	58.4	71.8
CCN(CC)CCNC(=O)c1ccc(Cl)c(S(=O)(=O)N2CCCCCC2)c1	25.0	225	3.3%	-25.0	225	-25.7%	x	x	x
Cc1nn(CC(=O)NCCCN2CCOCC2)c(C)c1[N+](=O)[O-]	10.7	136	-2.9%	-10.7	136	-2.5%	x	x	x
Cc1ccc2[nH]c3c(N4CCN(Cc5ccc6c(c5)OCO6)CC4)ncnc3c2c1	2.0	137	-7.1%	-2.0	137	-3.5%	-5.4	53.9	59.3
COc1ccc2c(c1)C(=O)N(c1ccccc1)C(=O)C2	-1.0	140	25.7%	1.0	140	-20.2%	1.9	105.5	103.6
Cc1cc(/C=N/n2cnnc2)c(C)n1-c1ccc(OCc2ccc(F)cc2)cc1	-3.4	127	-10.6%	3.4	127	1.4%	-2.2	18.6	20.8
O=C(CSC1=NC(=O)C(c2ccccc2)C(=O)N1)Nc1cccc(Cl)c1 (centres undefined)	1.2	171	-1.5%	-1.2	171	16.8%	-2.7	94.3	97.0
O=C(NCCCN1CCCC1=O)c1cc(NS(=O)(=O)c2ccc(F)cc2)cc(NS(=O)(=O)c2ccc(F)cc2)c1	6.8	136	-4.9%	-6.8	136	-55.5%	x	x	x
Cc1cc(C(=O)NCc2cccnc2)cs1	3.5	87	-0.6%	-3.5	87	24.5%	-0.6	89.5	90.1
Cc1nnc(-c2cnn(C)c2N)n1Cc1ccccc1	5.0	164	-3.2%	-5.0	164	-6.0%	9.8	99.0	89.1

Ordered by formula weight (smallest number first): some entries from above.
SMILES	NFkB transloc pot	NFkB transloc pot cell count 2 µM	Bcl-B displacement	IL1B NFkB inh	IL1B NFkB inh cell count 2 µM	PLAP inhibition	MRP resist rev	MRP resist rev cytotoxicity	MRP resist rev with doxorubicin
COCCn1c(C)c(C(=O)O)sc1=S	9.0	123	-4.6%	-9.0	123	15.7%	-8.6	94.4	103.0
CCOC(=O)C1=C(C)NC(C)=C(C(=O)OCC)C1c1cc(N)ccc1OC(F)F	-13.3	92	-4.6%	13.3	92	-41.3%	10.4	98.6	88.2
Cc1c(N2C(=O)CS/C2=N\N=C\c2ccc(Cl)cc2)c(=O)n(-c2ccccc2)n1C	18.4	208	4.2%	-18.4	208	-14.6%	x	x	x

Going on with the list.
SMILES	NFkB transloc pot	NFkB transloc pot cell count 2 µM	Bcl-B displacement	IL1B NFkB inh	IL1B NFkB inh cell count 2 µM	PLAP inhibition	MRP resist rev	MRP resist rev cytotoxicity	MRP resist rev with doxorubicin
COc1ccc(Br)cc1C1N2CC3(C)CN1CC(C)(C2)C3=O (centres undefined)	12.9	134	-3.8%	-12.9	134	-58.0%	2.1	89.3	87.2
N#CC1=C(N)OC2=C(C(=O)CCC2)C1c1ccncc1 (centres undefined)	-6.3	100	8.5%	6.3	100	19.2%	-8.1	84.8	92.9
COc1ccccc1N(CC(=O)Nc1cccnc1)S(C)(=O)=O	17.9	146	-9.7%	-17.9	146	-9.6%	-7.3	78.5	85.8
C[C@@H]1C[C@H](O)c2cc(Cl)ccc2N1	4.4	149	-6.5%	-4.4	149	10.9%	-33.6	80.0	113.6
COCCCNC(=O)c1c(N)n(-c2cccc(S(N)(=O)=O)c2)c2nc3ccccc3nc12	8.4	155	-1.9%	-8.4	155	-52.9%	6.5	54.5	48.0
CCOC(=O)c1cccc(NC(=O)CSc2nc3ccccc3c(=O)n2CCOC)c1	x	x	2.6%	x	x	-0.5%	-5.3	58.6	63.9
COc1ccc(C2C(C(=O)N3CCCCC3)CC(=O)N2c2ccc(OC)cc2)cc1 (centres undefined)	3.1	151	-6.2%	-3.1	151	-42.9%	6.8	77.7	70.9
O=C(CC(c1ccc(F)cc1)c1ccco1)N1CCOCC1 (centres undefined)	-3.5	155	-2.9%	3.5	155	-32.9%	7.6	48.6	41.0
COc1ccc(-n2cnnc2SCC(=O)NCc2cccs2)cc1	10.5	198	-14.8%	-10.5	198	15.4%	2.7	89.1	86.4
Cc1oc(-c2ccccc2F)nc1CN1CCC(C(=O)NC2CCCCCCC2)CC1	-0.6	120	-9.9%	0.6	120	-101.8%	-2.5	72.7	75.2
CS(=O)(=O)N(CC(=O)NCC1CCCO1)c1cc(Cl)ccc1Cl (centres undefined)	x	x	11.1%	x	x	6.7%	12.4	103.9	91.6
CN(C(=O)CSc1nnc(Cc2ccccc2F)n1N)C1CCS(=O)(=O)C1 (centres undefined)	-1.6	142	5.5%	1.6	142	16.6%	x	x	x
CCOc1ccc(S(=O)(=O)N2CCN(c3ccccc3OC)CC2)c2cccnc12	2.4	100	-5.9%	-2.4	100	-43.7%	-3.4	78.8	82.2
CCN1CCN(S(=O)(=O)c2ccc3[nH]c(=O)oc3c2)CC1	6.3	54	16.6%	-6.3	54	-0.8%	-1.8	96.2	98.0
CCO/C=C/C(=O)N(C)CCC#N	-3.5	128	-5.2%	3.5	128	5.4%	-1.7	82.3	84.0
CCC(c1nnnn1C1CCCC1)N1CCN(Cc2ccccc2)CC1 (centres undefined)	-3.1	120	x	3.1	120	x	9.6	79.6	70.1
COc1ccc2c(C)nc(Nc3nc(C)c(C)c(=O)[nH]3)nc2c1	x	x	-8.3%	x	x	-92.6%	-12.1	30.5	42.6
Cc1csc(/C(=N\O)c2csc(C)n2)n1	1.1	120	0.3%	-1.1	120	-10.5%	2.7	85.8	83.1
CCc1ccc(N(C(=O)c2csnn2)C(C(=O)NC(C)(C)C)c2ccncc2)cc1 (centres undefined)	-5.3	164	-5.3%	5.3	164	-14.0%	x	x	x
